# MPTP inh – permeability transition pore inhibition | hit rate 1.4% among 360,000 | isolated mouse mitochondria, Ca2+ swelling absorbance, 30 min | inhibition, % at 10 µM | AID 602449;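 active = inhibition of 50% or more, scaled per plate between neutral and stimulator controls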;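 also: 0% = DMSO wells given calcium and 100% = 1 mM EGTA wells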
# NR3A LBD binder – modulates the human NR3A ligand-binding domain; NR3A LBD differential scanning fluorimetry, Tm shift; 0% = protein alone, 100% = glycine-bound protein; Tm shift relative to glycine control, % at 25 µM; hit rate 2.5% among 340,000;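 active = melting temperature shift of at least 10% of the positive control shift, at one fixed dose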
# Active calls of the source: *. Not all compounds are listed; count on the stated rates, not on these rows.
# Values run as follows: MPTP inh	NR3A LBD binder
(1) CCC1CN1P1(=O)OCC(C)([N+](=O)[O-])CO1 (centres undefined)
  0.9	-1
(2) CCOC(=O)CC(SP1(=S)OCC2(CCCCC2)CO1)C(=O)OCC (centres undefined)
  -1.3	6
(3) CCOc1ccc(-c2cc(C(=O)N3CCC4(CC3)OCCO4)c3ccccc3n2)cc1
  1.2	0
(4) N#CC(C#N)=Cc1ccc(C=C(C#N)C#N)cc1
  1.6	4
(5) COP(=S)(OC)SCn1nnc2ccccc2c1=O
  1.2	1
(6) CC(C)(C)C(=O)N1Cc2ccccc2-n2nncc2C1
  0.4	0
(7) CCC1(CC)C(=O)NC(=O)N(CCc2ccccn2)C1=O
  -1.9	1

# Whole records, quoted from the list:
# CCC1(CC)C(=O)NC(=O)N(CCc2ccccn2)C1=O is listed as MPTP inh: -1.9; NR3A LBD binder: 1
# COP(=S)(OC)SCn1nnc2ccccc2c1=O is listed as MPTP inh: 1.2; NR3A LBD binder: 1

# Screening data as filed in PubChem BioAssay.
